APOBEC3A inh = human APOBEC3A DNA deaminase inhibition; P31941; recombinant A3A, FAM/TAMRA ssDNA deamination fluorescence; inhibition, % at 20 µM; 330,000 tested, 0.41% active; AID 493011;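 active means at least 40% inhibition at 20 µM here, with at most 30% in a related deaminase screen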;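 further: plate controls were A3A with DMSO for no effect and wells lacking A3A enzyme for full effect; some results filed as inactive read as strong as hits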
EBI2 block = EBI2 (human) antagonism | P32249 | EBI2 beta-arrestin recruitment, luminescence, 7a,25-OHC stimulated | inhibition, % at 5 µM | 360,000 tested, 0.81% active; in the data active means inhibition above about 38%;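 further: enzyme fragment complementation signal reports receptor beta-arrestin coupling in cells; 0% = agonist plus DMSO wells and 100% = wells without agonist; some results beyond the cut were filed as inactive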
Target sequence (P32249 whole entry, looked up, the tested form may be a part): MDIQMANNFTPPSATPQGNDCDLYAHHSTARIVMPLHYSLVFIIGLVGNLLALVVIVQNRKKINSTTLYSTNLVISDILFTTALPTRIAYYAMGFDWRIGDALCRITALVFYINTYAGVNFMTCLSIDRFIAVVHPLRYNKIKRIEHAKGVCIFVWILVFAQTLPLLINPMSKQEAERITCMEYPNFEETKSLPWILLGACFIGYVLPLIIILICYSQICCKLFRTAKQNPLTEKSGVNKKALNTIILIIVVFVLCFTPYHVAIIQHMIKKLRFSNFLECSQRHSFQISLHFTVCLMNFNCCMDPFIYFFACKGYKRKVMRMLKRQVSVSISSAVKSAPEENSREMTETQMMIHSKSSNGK
CCR6 antag = antagonists of human CCR6 receptor; P51684; CHO-K1 CCR6 PathHunter beta-arrestin, luminescence, CCL20-stimulated; inhibition, % at 20 µM; 340,000 tested, 0.49% active;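 active means compounds whose inhibition of the agonist-driven luminescence signal at 20 µM reaches about 50%, limit read from the data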;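 further: cells stimulated with CCL20 at 14 nM final; plate controls were DMSO with CCL20 for no effect and DMSO without agonist for full effect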
APOBEC3G inh = APOBEC3G (human) deaminase inhibition; Q9HC16; recombinant A3G, ssDNA deamination FAM/TAMRA fluorescence; inhibition, % at 20 µM; 330,000 tested, 0.28% active; AID 493012;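 active means inhibition of at least 40% at 20 µM, with no more than 30% in the related APOBEC3A deaminase screen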;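 further: plate controls were DMSO wells with A3G for no effect and wells lacking A3G enzyme for full effect; some compounds called inactive have numbers as strong as hits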
Target sequence (Q9HC16 whole entry, looked up): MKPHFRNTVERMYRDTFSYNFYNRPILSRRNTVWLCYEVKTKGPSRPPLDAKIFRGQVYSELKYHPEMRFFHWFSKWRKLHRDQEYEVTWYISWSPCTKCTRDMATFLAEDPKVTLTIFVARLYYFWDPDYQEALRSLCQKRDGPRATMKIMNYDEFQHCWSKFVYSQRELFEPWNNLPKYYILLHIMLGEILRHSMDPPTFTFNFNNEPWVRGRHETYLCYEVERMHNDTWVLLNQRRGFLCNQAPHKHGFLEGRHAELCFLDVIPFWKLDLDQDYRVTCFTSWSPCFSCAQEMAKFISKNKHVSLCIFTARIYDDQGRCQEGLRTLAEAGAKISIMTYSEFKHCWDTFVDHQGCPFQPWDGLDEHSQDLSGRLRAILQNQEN
CXCR6 block = CXCR6 (human) receptor inhibition | inhibition, % at 20 µM | CHO-K1 PathHunter CXCR6 beta-arrestin, luminescence | AID 602244 | O00574 | 360,000 tested, 0.36% active; in the data active means inhibition above about 34%, passing the limit was not always enough;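 further: antagonist mode with CXCL16 agonist at 10 nM final; 0% = 10 nM CXCL16 with DMSO and 100% = unstimulated wells without agonist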
Target sequence (O00574 whole entry, looked up): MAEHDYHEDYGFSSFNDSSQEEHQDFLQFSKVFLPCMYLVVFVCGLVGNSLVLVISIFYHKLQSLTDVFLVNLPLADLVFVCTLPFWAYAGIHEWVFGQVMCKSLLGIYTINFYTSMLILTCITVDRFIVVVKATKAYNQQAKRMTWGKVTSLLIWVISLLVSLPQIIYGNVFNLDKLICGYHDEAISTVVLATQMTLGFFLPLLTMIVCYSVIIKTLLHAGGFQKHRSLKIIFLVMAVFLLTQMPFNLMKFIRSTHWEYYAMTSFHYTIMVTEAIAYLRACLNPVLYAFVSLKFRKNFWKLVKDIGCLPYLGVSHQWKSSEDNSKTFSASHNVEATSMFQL
MPTP block = blocks calcium-induced mitochondrial swelling; isolated mouse mitochondria, Ca2+ swelling absorbance, 30 min; inhibition, % at 10 µM; 360,000 tested, 1.4% active;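 active means inhibition of 50% or more, scaled per plate between neutral and stimulator controls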;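 further: 0% = DMSO wells given calcium and 100% = 1 mM EGTA wells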
GRIN3A LBD mod = modulates the human NR3A ligand-binding domain. NR3A LBD differential scanning fluorimetry, Tm shift; 0% = protein alone, 100% = glycine-bound protein. Tm shift relative to glycine control, % at 25 µM. 340,000 tested, 2.5% active. AID 1259313;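 active means melting temperature shift of at least 10% of the positive control shift, at one fixed dose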
Gli-Sufu antag = antagonists of Gli-Sufu signaling. Sufu-KO-LIGHT fibroblasts, Gli luciferase reporter luminescence. inhibition, % at 5 µM. 340,000 tested, 0.74% active;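 active means inhibition above about 55%, limit read from the data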;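 further: 0% = DMSO-treated cells and 100% = wells with medium but no cells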
* hit, by the source's call; x = no result given. No enrichment for hits, and some 5.8% of all compounds hit somewhere here.

SMILES	APOBEC3A inh	EBI2 block	CCR6 antag	APOBEC3G inh	CXCR6 block	MPTP block	GRIN3A LBD mod	Gli-Sufu antag
CC1=NN(c2ccc(C)cc2)C(=O)/C1=C\C=C\c1ccccc1	14	-6	12	4	5	2.3	-10	-4
CCOc1ccc(OCC)c(NC(=O)c2ccc(CNc3c(N4CCCC4)c(=O)c3=O)cc2)c1	1	5	15	-5	2	3.1	-1	16
O=C(C[n+]1cc(Br)cc(Br)c1)c1ccccc1	-5	-3	6	-4	2	0.2	0	-12
COc1ccc(CC(=O)OCC(=O)NCCNC(=O)COC(=O)Cc2ccc(OC)cc2)cc1	2	-3	4	-2	0	-1.0	x	3
COC(=O)c1cc(NC(=O)/C=C/c2ccc3c(c2)OCO3)cc(C(=O)OC)c1	-2	14	10	-6	6	7.7	-6	8
Cc1ccc(NC(=O)Cc2ccc(-n3cccc3)cc2)c(C)c1	9	-5	-1	-5	2	2.0	-1	0
Cc1cc(C(=O)N2CCc3ccccc32)c2cc(F)ccc2n1	1	12	0	1	0	4.8	0	-15
COc1ccccc1CC(=O)OCC(=O)N1CCN(c2ccc(F)cc2)CC1	-5	-5	8	-8	3	-1.0	-1	0
CCOC(=O)c1ccc(S(=O)(=O)N2CCN(C(=O)c3cc4ccccc4o3)CC2)cc1	7	91*	14	-8	-2	0.7	1	4
C=C(C)CNC(=S)N/N=C/c1ccc(NC(C)=O)cc1	-4	0	-9	-10	-3	-2.2	-4	0
CSc1ccc(CNc2nnnn2C)cc1	4	-7	2	-7	4	0.4	1	-17
Cc1ccc(C(=O)N2CCSC2=S)cc1	-1	-18	4	2	-2	-0.1	2	3
Cc1ccc(CN(C)C(=O)c2ccc(S(=O)(=O)N3CCCCCC3)cc2)o1	-1	-6	6	2	-3	-0.6	9	7
O=S(=O)(NCCc1ccccn1)c1ccc(F)c(F)c1	1	-17	-7	0	-11	-2.0	2	1
Cc1noc(NS(=O)(=O)c2ccc(N/C=C\C(=O)c3ccncc3)cc2)c1C	-2	-3	23	-1	10	-0.1	3	3
COc1ccccc1CNC(=O)C1CCC(CNc2c(N3CCCCC3)c(=O)c2=O)CC1 (centres undefined)	4	-1	3	-1	4	0.4	0	7
CCOC(=O)CC(NC(=O)c1ccco1)c1ccccc1Cl (centres undefined)	2	0	5	1	3	-1.5	1	-12
CC(=O)c1ccc(Nc2c(C)n(C)n(-c3ccccc3)c2=O)cc1	-1	-4	2	-9	-2	-0.5	1	-3
COc1ccc(C2CC(=O)Oc3cc(O)ccc32)cc1 (centres undefined)	4	-2	12	2	-5	-0.6	0	-4
Cc1nc2ccccc2n1-c1ccccc1	2	-12	12	0	-4	-0.7	-1	-7
Cc1ccc(CNC(=O)CS(=O)CC(=O)O)cc1 (centres undefined)	2	-18	2	3	-5	-0.3	1	5
O=S(=O)(Nc1ccc(Cl)c(C(F)(F)F)c1)c1cnc[nH]1	2	-7	13	-1	0	0.1	-1	-3
Oc1ccc(-c2csc(Nc3ccccn3)n2)cc1O	3	1	1	2	-10	4.0	33*	-18
COc1cccc(-c2sc3ccccc3c2-c2ccc(OCCN(C)C)cc2)c1	-5	-2	24	-6	-11	0.0	0	12
Cc1ccc(C2CC2C(=O)NNC(=S)Nc2cccc(Cl)c2)cc1 (centres undefined)	-2	16	18	-6	11	61*	11*	19

Sorted by value in EBI2 block (descending): 3 from the list above.
SMILES | EBI2 block
Cc1ccc(C2CC2C(=O)NNC(=S)Nc2cccc(Cl)c2)cc1 (centres undefined) | 16
COC(=O)c1cc(NC(=O)/C=C/c2ccc3c(c2)OCO3)cc(C(=O)OC)c1 | 14
COc1ccccc1CC(=O)OCC(=O)N1CCN(c2ccc(F)cc2)CC1 | -5

Continuation:
SMILES	APOBEC3A inh	EBI2 block	CCR6 antag	APOBEC3G inh	CXCR6 block	MPTP block	GRIN3A LBD mod	Gli-Sufu antag
COCCOc1ccc(C(F)(F)F)cc1NC(=O)COC(=O)c1cc([N+](=O)[O-])ccc1N1CCOCC1	-1	29	30	-3	11	-0.1	-10	14
Cc1cccc(CSCCNC(=O)c2ccc(CN3CCOCC3)cc2)c1	2	3	9	-1	-3	-0.8	-2	6
Cc1ccc(Cn2c(SCC(C)C)nc3c2c(=O)[nH]c(=O)n3C)cc1	-3	-9	5	29	-3	0.4	0	1
COC(=O)c1ccc2c(=O)[nH]c(CN3c4ccccc4CC3C)nc2c1 (centres undefined)	-3	14	1	-6	-9	1.5	3	9
O=C(CSc1cccc2cccnc12)N/N=C/c1cccc(O)c1	-2	1	10	-9	-2	0.3	-23	1
CC1CCCN(S(=O)(=O)c2ccc(C(=O)NC(C)c3ccccc3)cc2)C1 (centres undefined)	34	2	1	-2	4	0.2	0	2
O=C(CCc1ccc(S(=O)(=O)N2CCOCC2)cc1)NCCc1ccccn1	6	3	8	0	4	1.3	-1	3
Cc1csc(SCC(=O)N(C)CC(=O)Nc2ccc(F)cc2)n1	-3	-2	x	-15	-6	2.0	x	x
CCOC(=O)N1CCN(C(=O)c2ccccc2NC(=O)c2ccccc2Cl)CC1	21	-2	0	-3	-4	-0.4	0	-7
CC(C)CCNC(=O)CN(C(=O)Cn1nnc(-c2ccc(F)cc2)n1)C1CCCC1	-2	-9	-10	-5	3	-0.9	-1	1
COc1ccc(CN(C)C(=O)Cn2cnc3c(OCc4ccccc4)ncnc32)cc1OC	-4	13	3	-5	-4	-0.5	-1	6
Cc1ccc2nc(SCc3cccc([N+](=O)[O-])c3)nc(C)c2c1	-2	15	6	-4	1	0.2	-7	-12
CSc1nc(-c2ccc(Cl)cc2Cl)[nH]c(=O)c1C#N	2	1	-3	-3	2	88*	-8	-18
COC(=O)c1cccc(NC(=O)c2cccnc2C(=O)O)c1C	-2	-5	1	-1	-6	-1.9	0	-10
CCC(C)NC(=O)c1cc(-c2cccs2)nc2ccccc12 (centres undefined)	-3	1	13	-7	2	0.2	2	13
Cc1ccccc1OCC(=O)N/N=C/c1ccc(N(C)C)cc1	0	7	6	38	-5	-4.1	-2	11
Cc1ccc2nc3c(cc(C(=O)NC4CCCCC4)c(=N)n3C3CCCCC3)c(=O)n2c1	0	0	16	-3	-14	1.1	1	11
C/C=C(\C)C(=O)NCCN1C2=NC[C@H](Cc3ccccc3)N2C[C@H]1Cc1ccc(O)cc1	1	-5	-4	-7	-18	-1.0	-1	2
CCn1c(SCC(=O)c2ccccc2)nnc1-c1cc2cc(Br)ccc2o1	-1	12	6	-5	-7	3.6	-7	6
O=C(NCc1ccco1)c1cnc2ccccn2c1=O	-3	-1	12	-9	2	0.0	-1	2
O=C1CN(C(=O)N[C@@H](Cc2ccccc2)C(=O)N[C@H](Cc2ccccc2)C(=O)O)c2ccccc2N1	-1	3	4	-4	1	0.1	-2	1
COc1ccc(NC(=O)CCNC(=O)N2CC(=O)Nc3ccccc32)c(OC)c1	-1	-9	11	1	3	-0.9	0	46
CC(OC(=O)c1oc2ccccc2c1COc1ccccc1)C(=O)NC(N)=O (centres undefined)	-2	2	3	-9	3	1.1	7	-2
CNC(=S)NNC(=O)COc1ccc(C)c(C)c1	-4	-13	14	-5	-4	-7.1	0	-5
Cc1ccc(C2NC(c3ccc(C)cc3)C(C)C(=NO)C2C)cc1 (centres undefined)	-3	7	10	-10	-4	5.7	1	36
SMILES	APOBEC3A inh	EBI2 block	CCR6 antag	APOBEC3G inh	CXCR6 block	MPTP block	GRIN3A LBD mod	Gli-Sufu antag
COC(=O)c1cccc(NC(=O)c2cnoc2C)c1	-2	-17	-1	-3	-9	0.1	1	3
CCOC(=O)Cn1ncc2c3ccccc3n(CC(=O)OCC)c2c1=O	-5	-4	2	-4	-15	0.0	-2	-7
CCCCn1c(N)c(N(C(=O)CSc2nnnn2-c2ccc(C)cc2)C2CCCC2)c(=O)[nH]c1=O	x	4	6	x	-1	0.5	4	-4
Cn1cc(SCC(=O)NCC2CCCO2)c2ccccc21 (centres undefined)	-3	0	6	-3	0	-0.8	0	5
COc1ccc(CCNC(=O)Nc2ccccc2[N+](=O)[O-])cc1	-1	6	6	-3	0	-0.2	-2	-26
Cc1ccc2c(C)c(C(=O)Nc3cccnc3)oc2c1C	x	4	4	x	-29	0.7	0	-8
O=C(NCCNS(=O)(=O)c1ccc(Cl)cc1)c1cc(OCC(F)(F)F)ccc1OCC(F)(F)F	-2	23	-32	-3	2	16	2	-39
Cc1ccc(C)c(-c2nnc(NC(=O)CCS(=O)(=O)c3ccc(F)cc3)o2)c1	-2	-6	4	-8	3	-1.1	-2	-6
O=C(CCSCc1ccccc1Cl)NC1CCCCC1	3	1	10	-2	-1	0.2	1	-9
CCCC(=O)c1c[nH]c(C(=O)NCc2ccco2)c1	-7	-7	10	-6	-2	-1.4	0	1
CN=Cc1sc2ccccc2c1O	-6	-9	7	-3	4	-0.4	0	-2
COc1ccc(C(=O)NC2CCN(Cc3ccccc3)C2)cc1S(=O)(=O)N1CCOCC1 (centres undefined)	-2	0	0	-6	-5	-0.8	1	0
Cc1ccc(C(=O)N2CCN(S(=O)(=O)c3ccccc3)CC2)cc1	-1	12	17	-10	2	0.2	-2	-8
CC(C)NC(=O)CCn1ccc2cc(S(=O)(=O)N3CCCC3)ccc21	-2	3	-3	-4	0	-1.4	-2	2
COc1ccc(-n2nc(C(=O)NCC(=O)NC3CCCCCC3)c3ccccc3c2=O)cc1OC	-1	6	3	-6	-2	-1.7	0	10
O=C(c1ccc(Br)cc1)N(c1ccccn1)C1CCCCC1	-7	3	17	0	3	2.2	-1	-1
NC(=O)C1CCN(C(=O)c2cc(S(=O)(=O)N3CCOCC3)c(Cl)cc2Cl)CC1	-1	-2	0	-5	-1	0.2	0	-3
Cc1ccc(S(=O)(=O)Nc2ccc3c(c2)CCC3)cc1	-6	5	6	-7	-4	3.5	-20	7
Cc1ccc(CN2CCNC(=O)C2CC(=O)N(C)C(C2CC2)C2CC2)o1 (centres undefined)	-3	5	9	-4	-3	-2.3	0	12
C=CCNC(=O)c1cccc(C(F)(F)F)c1	-2	-1	-18	-6	-7	-0.6	1	3
CC(CC(=O)O)C(=O)c1ccc(Cl)c([N+](=O)[O-])c1 (centres undefined)	-1	-6	0	-8	2	-0.9	0	9
CCOC(=O)c1c(NC(=O)CN2C(=O)NC(C)(c3ccccc3)C2=O)sc(C)c1C (centres undefined)	1	-6	13	-5	-5	0.1	-13	1
COc1ccccc1NS(=O)(=O)c1ccc(N/N=C(\C)C(C)C)c([N+](=O)[O-])c1	-1	-6	45	-3	14	76*	-8	42
COc1ccc(NC(=O)CSCC(=O)N(C)CC(=O)Nc2cccc3ccccc23)cc1	17	0	13	-4	-10	-0.9	0	0
CCCNC(=O)c1ccc(N2CCC3(CC2)CC(c2ccccc2)=NO3)c(N)c1	0	5	1	-2	-4	0.0	1	11

The last two records of the part before come first, to join the parts.
SMILES	APOBEC3A inh	EBI2 block	CCR6 antag	APOBEC3G inh	CXCR6 block	MPTP block	GRIN3A LBD mod	Gli-Sufu antag
COc1ccc(NC(=O)CSCC(=O)N(C)CC(=O)Nc2cccc3ccccc23)cc1	17	0	13	-4	-10	-0.9	0	0
CCCNC(=O)c1ccc(N2CCC3(CC2)CC(c2ccccc2)=NO3)c(N)c1	0	5	1	-2	-4	0.0	1	11
CC1CCN(C(=O)Cn2c3ccc(F)cc3c3nc4n(c(=O)c32)CCCS4)CC1	-5	0	12	-5	1	0.4	3	18
Cc1ccc(N(C(=O)c2ccco2)C(C(=O)NC2CCCC2)c2cccnc2)cc1 (centres undefined)	-3	-1	1	-6	8	2.9	-1	15
O=C(Nc1nc(N2C(=O)c3ccccc3C2=O)n(-c2ccccc2)n1)c1ccccc1	-1	-8	-11	-4	-1	8.9	1	-14
COc1ccc(CNC(=O)CNC(=O)N2CC(=O)Nc3ccccc32)cc1	0	-7	9	1	-5	-0.2	-2	-6
CN(C)S(=O)(=O)c1cccc(NC(=O)c2ccc3nccnc3c2)c1	6	-3	-1	-4	-4	1.0	0	7
Cc1ccc(-c2nn(CCC(=O)NC(C)C)c(=O)c3ccccc23)cc1	-2	8	16	0	5	-0.4	-4	17
CCOc1ccc(C(=O)NN2CCOCC2)cc1	-2	-7	-3	-5	-4	-1.0	1	0

Screens deposited in PubChem BioAssay by Sanford-Burnham Center for Chemical Genomics.
